Assay outcomes as filed in PubChem.
PMI act: activators of human phosphomannose isomerase; P34949; purified human PMI, coupled resazurin fluorescence, 20 min; stronger effect = higher value; 1 = vehicle control, 0 substrate-free wells; activation factor at 20 µM; 190,000 compounds, 0.005% hits;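 active = activation factor of 2 or more at 20 µM, relative to plate controls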
Target sequence (P34949 whole entry, looked up): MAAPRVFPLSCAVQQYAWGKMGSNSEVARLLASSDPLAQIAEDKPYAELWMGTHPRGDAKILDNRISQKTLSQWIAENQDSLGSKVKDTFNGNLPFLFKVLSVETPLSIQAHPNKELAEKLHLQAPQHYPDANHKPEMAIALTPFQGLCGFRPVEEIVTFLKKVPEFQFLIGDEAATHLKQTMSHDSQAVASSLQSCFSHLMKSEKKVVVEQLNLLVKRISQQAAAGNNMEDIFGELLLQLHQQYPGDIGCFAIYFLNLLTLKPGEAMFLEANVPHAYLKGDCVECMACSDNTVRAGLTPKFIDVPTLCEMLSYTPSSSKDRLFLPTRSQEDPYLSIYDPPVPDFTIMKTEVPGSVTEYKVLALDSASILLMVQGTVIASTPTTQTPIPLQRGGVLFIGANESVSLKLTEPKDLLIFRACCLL
FLuc act counter: firefly luciferase counter-screen for stimulation assays | P08659 | ATPlite luciferase biochemical, luminescence, 10 min; 0 = ATP-free wells, 1 = DMSO control | activation factor at 10 µM | 200,000 tested, under 10 active | AID 1027;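 active = luciferase activation factor, scaled between plate controls, of at least 2 with compound at 10 µM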
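assay system = Luciferase/luciferin detection reagent, cell-free biochemical luciferase assay | also added = ATP substrate | times = 10 min post-reagent at room temperature | measured by = luminescence from luciferase reaction | measure = luciferase activation, seen as luminescence increase over controls | benchmarks = low control with PBS replacing ATP, high control enzyme plus ATP without compound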
TNAP inh no acc: TNAP (human) inhibition, acceptor-free conditions; P05186; AID 1012; inhibition, % at 20 µM; 200,000 compounds, 0.26% hits; purified TNAP, CDP-star luminescence, 30 min;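 active = tissue-nonspecific alkaline phosphatase inhibition above about 50% at 20 µM in the single-dose screen, limit read from the data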;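 note: 0% = DMSO negative control and 100% = EDTA positive control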
Target sequence (P05186 whole entry, looked up): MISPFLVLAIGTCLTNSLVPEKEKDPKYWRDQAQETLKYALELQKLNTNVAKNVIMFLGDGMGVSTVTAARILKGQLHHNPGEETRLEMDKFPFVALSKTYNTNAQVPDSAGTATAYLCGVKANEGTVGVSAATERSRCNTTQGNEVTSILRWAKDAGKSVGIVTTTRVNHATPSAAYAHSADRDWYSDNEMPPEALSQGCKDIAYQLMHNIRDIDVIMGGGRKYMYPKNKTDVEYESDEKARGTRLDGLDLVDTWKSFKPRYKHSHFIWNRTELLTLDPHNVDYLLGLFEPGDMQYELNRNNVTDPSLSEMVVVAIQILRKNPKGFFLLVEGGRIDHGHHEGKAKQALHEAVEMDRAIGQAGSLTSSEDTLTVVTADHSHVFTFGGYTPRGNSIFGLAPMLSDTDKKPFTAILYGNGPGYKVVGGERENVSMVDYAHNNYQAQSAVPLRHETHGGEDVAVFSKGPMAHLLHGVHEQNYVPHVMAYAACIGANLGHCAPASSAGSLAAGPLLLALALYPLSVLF
FLuc inh counter: inhibits firefly luciferase, flagging false hits in luciferase inhibition screens; P08659; ATPLite firefly luciferase biochemical luminescence, 10 min; inhibition, % at 10 µM; 200,000 compounds, 1.5% hits; AID 1006;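 active = inhibition above about 50% when tested at 10 µM, limit read from the data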
bIAP activator: intestinal alkaline phosphatase (bovine) activation; 200,000 compounds, 0.17% hits; AID 1016; purified bovine IAP, CDP-star luminescence, 30 min; stronger effect = higher value; fold of DMSO-control signal, blank-subtracted; activation factor at 20 µM;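 active = activation factor of 2 or more at 20 µM, a signal rise over negative controls twice the positive control's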
TNAP act hi DEA: activators of human TNAP at high phosphate acceptor concentration; P05186; purified TNAP, CDP-star luminescence, 1 M DEA, 30 min; stronger effect = higher value; 0 = EDTA background, 1 = DMSO-only activity; activation factor at 20 µM; 200,000 tested, under 10 active; AID 1136;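 active = activation factor at least 2 at 20 µM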
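Dosing: 20 µM single point. System: human TNAP. Amount: TNAP 1/800 final. Incubation: 30 min, room temperature. Read-out: TNAP activation factor scaled between EDTA and DMSO control wells. Signal: luminescence from CDP-star hydrolysis. Medium: 1 M DEA, pH 9.8, Mg2+, Zn2+. Control set: EDTA negative control, DMSO positive control.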
TNAP inh hi DEA: TNAP (human) inhibition, high acceptor | P05186 | purified TNAP, CDP-star luminescence, 1 M DEA | inhibition, % at 20 µM | 200,000 compounds, 0.03% hits;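 active = over 50% inhibition of tissue-nonspecific alkaline phosphatase at 20 µM in the single-dose screen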;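 note: plate controls were DMSO wells for no effect and EDTA-quenched wells as full inhibition for full effect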
PMI act hi M6P: PMI (human) activation, high substrate; P34949; coupled PMI enzyme assay, resazurin fluorescence, 20 min; stronger effect = higher value; 1 = untreated enzyme, 0 = substrate-free blank; activation factor at 20 µM; 190,000 compounds, 0.34% hits; AID 1216;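 active = activation factor of 2 or more at 20 µM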
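Test system: human PMI in coupled enzyme assay; Input: PMI at 15 ng/mL final; Medium: HEPES buffer, pH 7.4; Schedule: 20 min incubation at room temperature; Technique: resorufin fluorescence at Ex 544/Em 590 nm; Compound: 20 µM single dose; Probe or stimulus: Near-saturating mannose-6-phosphate, 1.0 mM.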
APP 5'UTR act: activates APP 5'UTR luciferase reporter; SH-SY5Y APP 5'UTR luciferase reporter, luminescence; zero percent = DMSO vehicle wells; activation, % at 2 µM; 190,000 compounds, 1% hits; AID 1276;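 active = activation above a set limit, based on mean plus 3 SD of controls, cut at about 140% in these data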; note: values of inactives mirror those of a sister screen read the other way
NF-kB neuron act: compounds increasing NF-kB expression in human neuronal cells. NF-kB reporter expression; stronger effect = higher value. fold change at 12.5 µM. 190,000 compounds, 1.6% hits. AID 1239; in the data active = fold change above about 3.3
The depositor's hits bear a star; nt = not tested or not shown.

#	SMILES	PMI act	FLuc act counter	TNAP inh no acc	FLuc inh counter	bIAP activator	TNAP act hi DEA	TNAP inh hi DEA	PMI act hi M6P	APP 5'UTR act	NF-kB neuron act
1	O=C(Nc1ccc(F)cc1)N1CCC(c2nc3c(nnn3Cc3cccc(Cl)c3)c(=O)[nH]2)CC1	1	1.1	-15	-6	1	1	-2	1	5	1.1
2	O=C(N/N=C\c1cn(-c2ccccc2)nc1-c1ccccc1)c1ccc2c(c1)OCO2	1	0.9	-12	6	1	1.1	-6	1	11	0.37
3	Cn1cnnc1Sc1ccc(C(=O)NCCC(c2ccccc2)c2ccccc2)cc1[N+](=O)[O-]	0.9	1	-3	-3	0.9	1	-5	0.9	9	0.81
4	CC(C)c1ccc(NC(=O)C(c2ccccc2)N2CCOCC2)cc1 (stereo not given)	0.9	1.1	-14	-6	1.1	1.1	-7	0.9	6	3.2
5	CC(C)(C)NC(=O)NC(=O)CN1CCCc2ccccc21	1	1	-2	-2	1.1	1	-1	0.9	-1	1
6	Cc1ccc(-n2cnnn2)cc1Cl	1	1	1	-2	0.9	1	0	0.9	13	1.2
7	O=[N+]([O-])c1c(NCCCO)cc(Sc2nc3ccccc3s2)c2nonc12	0.3	1	10	-1	0.9	0.9	5	0.6	-42	0.94
8	Cc1cccc(NC(=O)CC23CC4CC(C2)CC(n2nnc(C)n2)(C4)C3)c1	0.8	1	-30	-2	0.7	1	-4	0.9	-7	0.79
9	CCOC(=O)N1CCC(NC(=O)CSCc2nc(-c3cccc(OC)c3)oc2C)CC1	0.9	1	-10	-3	1	1	1	1	3	1.1
10	CC1CCCN(CCCOc2ccc([N+](=O)[O-])cc2)C1 (stereo not given)	1	1	-4	-4	1.1	1	-1	1	-12	0.94
11	CCOc1c(Cl)cc(C2NC(=O)NC(C)=C2C(=O)NCc2ccccc2)cc1OC (stereo not given)	0.9	1	3	0	1	1	4	0.9	-14	1.1
12	Cc1onc(-c2ccccc2Cl)c1C(=O)N1CCN(c2ccccc2)CC1	1	1.1	-13	-9	0.9	1.1	-7	1	5	1.2
13	Cc1cc(C(=O)N2CCN(S(C)(=O)=O)CC2)cs1	1	1	-6	-1	1	1	1	1.3	-4	0.96
14	Cc1cc(C)c(-c2cc(NC(=O)CSc3n[nH]c(N)n3)n(-c3ccccc3)n2)cc1C	0.9	1	-5	1	0.7	1	-4	1	-8	0.77
15	Cc1cccc(NC(=O)C2CCN(S(=O)(=O)c3cccs3)CC2)n1	0.9	1.1	-17	-8	0.9	1	-5	0.9	7	0.97
16	N#Cc1nc(COc2cccc(Cl)c2)oc1NCc1ccco1	0.9	1	-14	-2	0.9	1.1	-7	0.9	18	1.3
17	Cc1nn(Cc2ccc(Cl)cc2)c(Cl)c1/C=N/NC(=O)c1cccnc1	1.1	1.1	-11	-6	0.9	1	-1	1.1	12	0.48
18	CC(NC(=O)CCSCCC(=O)NC(C)c1ccccc1)c1ccccc1 (stereo not given)	1	1	-14	-4	0.9	1.1	-6	0.9	0	1.1
19	CN(C)c1c([N+](=O)[O-])cc2[nH]c(=O)[nH]c2c1[N+](=O)[O-]	0.9	1	12	0	0.7	0.9	9	0.9	14	1.4
20	CC12CCC(C/C1=N/O)C2(C)C (stereo not given)	1.1	1	-9	0	1	1	-4	1	-1	0.95
21	O=C(CN1CCN(Cc2ccc(Cl)cc2)C1=O)NCCN1CCCC1	0.9	1.1	-5	-9	0.9	1	1	0.9	26	1.1
22	COc1ccc(-c2cc3ccccc3oc2=O)cc1NC(=O)c1cccnc1	0.9	0.8	-15	21	0.9	1.1	-8	0.9	11	0.73
23	Cc1ccc(NC(=S)c2nc3ccccc3s2)cc1	1	0.3	-10	66*	0.9	1	-2	1	168*	1.1
24	O=C(CCc1ccccc1)c1nnc(-c2ccccc2)o1	0.9	1	-11	-1	1	1	-2	0.9	-17	1.7
25	c1ccc(-c2ccc(-n3ccnc3)cc2)cc1	1	0.9	-20	9	0.8	1	-4	1	38	1.8
26	O=C(Nc1ccc(N2CCOCC2)c(Cl)c1)c1cccnc1	0.9	0.9	0	8	0.9	1	1	0.9	8	1.8
27	O=C(OCn1nnc2ccccc2c1=O)c1cccnc1	1.1	1	-10	-4	1	1	-2	1	-11	1.2
28	CN(c1ccc(O)cc1)c1nc(-c2cccs2)cs1	nt	0.6	-11	36	0.9	1	-3	nt	173*	7*
29	Cc1[nH]nc(N2CCCCC2)c1[N+](=O)[O-]	1	1.1	7	-8	1	1	3	1	6	1.1
30	CCOC(=O)N1CCN(C(=O)/C(=C/c2ccc(OC)c(OC)c2)NC(=O)c2ccccc2)CC1	1	1.1	-5	-6	1.2	1.1	-7	1	4	0.99
31	COc1ccc(-c2csc(NC(=O)CSc3ncn[nH]3)n2)cc1OC	1	1	-6	-4	1.4	1	-1	0.9	10	1.1
32	Cc1ccc(NC(=O)CSc2ncn(-c3ccccc3)n2)cc1C	1	1.1	-13	-6	0.9	1	-2	1.1	4	1.3
33	CC(=O)c1ccc(NC(=O)C(Cc2ccccc2)NC(=O)c2ccco2)cc1 (stereo not given)	1	1.1	-10	-9	0.9	1	-3	1	20	1
34	N#Cc1ccsc1NC(=O)c1cccc([N+](=O)[O-])c1	1	1	-10	-4	0.9	1	-2	0.9	6	1
35	Cc1cc(=O)n2c(n1)OC(CO)C2 (stereo not given)	1	1	-12	-2	1	1	-3	1	9	0.97
36	COc1ccc(C(O)C(CC(=O)NCCCOC(C)C)C(=O)NCCCOC(C)C)cc1OC (stereo not given)	1	1	-44	-4	0.9	1	-2	1.1	4	1.1
37	COc1ccccc1N1C(=O)CCC1(C#N)c1ccc(Br)cc1 (stereo not given)	0.9	1	-13	-2	0.9	1	-4	0.9	2	0.9
38	CN(C)c1ccc(C=Nc2ccccc2C(N)=O)cc1	1.1	0.1	-7	89*	0.9	1.1	-7	1.1	166*	3.7*
39	CCOC(=O)C1=C(C)N(C)C(C)=C(C(=O)OCC)C1c1ccccc1	0.9	1	-4	-1	1.1	1	1	0.9	-13	1.2
40	O=C(CN1CCCC1)NC1C2CC3CC(C2)CC1C3 (stereo not given)	1	1	-10	-4	0.9	1.1	-6	1	9	1.4
41	O=C(CSc1cccc[n+]1[O-])c1ccc(Cl)cc1	1	1	-6	-3	1.1	1	-4	1.1	9	1.2
42	CCN1CCN(C(=O)c2cc3c(=O)n(C)c4ccccc4c3n2C)CC1	0.9	1.1	-19	-7	0.9	1	-3	0.9	-4	1
43	CCCCOc1ccc(C(=O)N/C(=C\c2ccc(OC)cc2)C(=O)OCc2ccco2)cc1	0.9	1.1	-14	-6	0.9	1.1	-9	0.9	10	0.84
44	CCCCCC(=O)Nc1cc2[nH]c(=O)cc(COC)c2cc1C	1	1	-10	0	1.1	1	-5	1	0	1.1
45	CC(C)(C)C(=O)CSc1nc(N)cc(=O)[nH]1	1	1	-9	1	1	1	-1	1	4	1
46	NC(=S)Nc1ccc2cn[nH]c2c1	0.9	1	1	-5	1.1	1	-3	0.9	32	1.1
47	Cc1ccccc1C(=O)N1CCN(c2ccccn2)CC1	1.1	1	-8	-1	1.1	1	-4	1	7	1.2
48	COc1ccc(Cn2nnc(C(=O)Nc3ccc(F)cc3)c2N)cc1	1	1.1	-8	-7	0.9	1	-1	1	13	1.2

NF-kB neuron act: what is marked active above
cpd	compound	PMI act	TNAP inh no acc	bIAP activator	TNAP act hi DEA	TNAP inh hi DEA	PMI act hi M6P	APP 5'UTR act	NF-kB neuron act
28	CN(c1ccc(O)cc1)c1nc(-c2cccs2)cs1	nt	-11	0.9	1	-3	nt	173*	7*
38	CN(C)c1ccc(C=Nc2ccccc2C(N)=O)cc1	1.1	-7	0.9	1.1	-7	1.1	166*	3.7*

3 entries out of the list above, arranged by their value in TNAP act hi DEA, falling:
| No. | compound | TNAP act hi DEA |
| --- | --- | --- |
| 38 | CN(C)c1ccc(C=Nc2ccccc2C(N)=O)cc1 | 1.1 |
| 47 | Cc1ccccc1C(=O)N1CCN(c2ccccn2)CC1 | 1 |
| 19 | CN(C)c1c([N+](=O)[O-])cc2[nH]c(=O)[nH]c2c1[N+](=O)[O-] | 0.9 |

Carrying on.
#	SMILES	PMI act	FLuc act counter	TNAP inh no acc	FLuc inh counter	bIAP activator	TNAP act hi DEA	TNAP inh hi DEA	PMI act hi M6P	APP 5'UTR act	NF-kB neuron act
49	c1ccc(-c2cc3nccc(-c4ccccn4)n3n2)cc1	0.9	0.9	-14	14	0.6	0.9	6	0.4	100	3.2
50	COC(=O)C(N)Cc1ccc(O)c(O)c1 (stereo not given)	0.4	1	47	-4	0.8	1	4	0.5	3	0.99
51	CCOc1ccc2c(c1)-c1c(ssc1=S)C(C)(C)N2C(=O)CSC1=NCCS1	1	1	5	0	0.8	0.9	7	1	-6	1.1
52	O=C(NN=C1CCCCCCC1)C(=O)NC1CCCCC1	0.9	1	-2	-4	1	1	-3	1	-6	1.1
53	O=C(CN1C(=O)c2ccccc2C1=O)N1CCCCC1	1	1.1	-12	-6	1	1	-5	1	1	1
54	COCCCn1c(SCC(=O)Nc2nnc(C)s2)nnc1-c1ccoc1C	1	1.1	-7	-8	0.9	1.1	-6	1	1	0.88
55	CCOc1cc(N2CCOCC2)c(OCC)cc1NC(=O)COC(=O)c1cc2ccccc2cc1O	1.1	1	-11	-1	0.5	1	-2	0.9	14	1.3
56	N#CC1=C(N)OC2=C(CC/C2=C\c2ccc(F)cc2)C1c1ccc(F)cc1 (stereo not given)	0.9	1	0	-4	0.9	0.9	10	0.7	5	1.1
57	CCC(=O)Oc1ccc(-c2cnc3ccccc3n2)cc1	1	0.4	-10	64*	0.9	1	1	1	175*	6.8*
58	O=C(CCc1ccc(S(=O)(=O)NCc2ccccc2)cc1)NCC1CCCO1 (stereo not given)	0.9	1	-10	-1	1.1	1	3	0.9	9	0.91
59	COc1ccc(-c2csc3nc(-c4ccccc4F)oc(=O)c23)cc1OC	1	1	-6	-2	1	1	-1	1	7	1.6
60	COCCSc1nnc(NS(=O)(=O)Cc2ccccc2)s1	0.9	1	1	-1	1	1	1	1.1	8	1.3
61	CCN1CCC2(CC1)C(C#N)=C(N)Oc1c2sc2nc(C)cc(C)c12	1	1	-33	-1	1.1	1.1	-7	1	9	1.3
62	COc1ccc(N(CC(=O)NC2CCCC2)C(=O)Cn2nnc(-c3ccc(C)cc3)n2)cc1OC	1	1.1	-16	-7	1	1.1	-6	0.9	2	1.2
63	COc1ccc2cc(C)c3nnc(SCc4cccnc4)n3c2c1	0.9	1	-3	-4	1.3	1	-2	1	-2	1.1
64	CC1(C)CC(=O)C2=C(C1)OC(N)=C(C#N)C2c1cc2c(cc1[N+](=O)[O-])OCO2 (stereo not given)	0.9	1	-12	-2	0.7	1	0	0.6	-1	1
65	CC(=O)Nc1cc2c(cc1NC(=O)Cn1nc(-c3ccccc3F)ccc1=O)OCCO2	1.1	1.1	-11	-7	0.9	1.1	-6	1	-2	0.87
66	CCN1C(=O)c2cccc3c(S(=O)(=O)N(C(=O)c4ccncc4)c4ccc(OC)cc4)ccc1c23	0.9	1	0	-3	0.6	1	2	0.7	5	0.82
